From PubChem BioAssay
Pax4 mRNA alpha TC1: activators of Pax4 gene expression, primary screen, RT-PCR, mouse alpha TC1 cells, single point (AID 1053180). mouse alpha TC1 cells, Pax4 mRNA qPCR, 6 days; stronger effect = higher value; 100% = Pax4 plasmid added at qPCR. activation, % at 10 µM. 9,600 compounds, 0.2% hits;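 active means highest normalized replicate activity of 15 or more, or at least half the replicates reach 15 or more; inactive means neither condition met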;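 further: pax4 Ct normalized to GAPDH with activation seen as lower delta delta Ct; plate controls were plate neutral control wells for no effect and Pax4 plasmid positive control for full effect; each compound tested in two replicate wells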
YAP1 CTGF inhibition: reduction of CTGF mRNA in DLD1 cells – DLD1 colon cancer cells, RT-qPCR, single point, primary screen (AID 743449). DLD1 CTGF mRNA qPCR, 24 h; stronger effect = higher value. inhibition, % at 12.5 µM. 9,900 compounds, 0.9% hits;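 active means mean normalized replicate activity at least 50 and at least half of replicates each reaching 50; inconclusive means only one of the two criteria met; inactive means neither criterion met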;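 further: 0% = neutral control wells and 100% = dasatinib control wells; higher means stronger suppression of CTGF expression like dasatinib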
* marks the source's active call; other numbers are inactive results; u = inconclusive; x = no result given. Only part of the results is shown, so the mix of outcomes need not match the whole.

SMILES	Pax4 mRNA alpha TC1	YAP1 CTGF inhibition
CN1C(=O)c2cc(NS(=O)(=O)c3ccccc3F)ccc2OC[C@@H]2O[C@H](CC(=O)NC3Cc4ccccc4C3)CC[C@H]21	0.0	-41
CN(C)C(=O)C[C@H]1CC[C@H]2[C@@H](COc3ccc(NC(=O)C4CCCCC4)cc3C(=O)N2C)O1	0.0	-37
C[C@@H]1CN([C@@H](C)CO)C(=O)Cc2cc(NC(=O)CCCCCC(=O)Nc3ccccc3N)ccc2O[C@H]1CN(C)S(=O)(=O)c1cccs1	0.0	15
C[C@@H]1CN([C@@H](C)CO)C(=O)c2ccccc2-c2ccccc2CO[C@@H]1CN(C)C(=O)[C@H](Cc1ccccc1)N(C)C	0.0	-16
O=C(C1CCOCC1)N1C[C@@H]2[C@H](c3ccccc31)[C@H](CO)N2C(=O)Cc1ccccn1	0.0	-8
O=C(CC(F)(F)F)N1C[C@H]2[C@@H](c3ccccc31)[C@H](CO)N2C(=O)c1ccncc1	0.0	-48
C/C=C/c1ccc2c(c1)O[C@@H](CN(C)C(=O)Nc1ccc(OC)cc1)[C@H](C)CN([C@@H](C)CO)S2(=O)=O	0.0	34
COc1ccc(C#Cc2ccc([C@@H]3[C@@H](CO)N4C(=O)CN(C(=O)c5ccc(F)cc5)C[C@H]34)cc2)cc1	0.0	22
O=C(C[C@@H]1CC[C@@H]2NC[C@H](O)COC[C@H]2O1)N1CCc2ccccc2C1	0.1	12
CO[C@@H](CN(C)C(=O)C1CCOCC1)[C@@H](C)CN([C@@H](C)CO)S(=O)(=O)c1ccccc1	0.0	-30
C[C@H](CO)N1C[C@H](C)[C@@H](CN(C)Cc2ccc(F)cc2)Oc2cc(C#CC(C)(C)O)ccc2S1(=O)=O	0.0	-66
CCC(=O)N1C[C@@H](O)COC[C@@H]2O[C@H](CC(=O)NCc3ccc(Oc4ccccc4)cc3)CC[C@H]21	0.0	-3
COc1ccc2c3c(n(C)c2c1)[C@H](CO)N(C)CC31CN(CC2CC2)C1	0.0	-32
C[C@@H]1CN([C@H](C)CO)S(=O)(=O)c2ccc(C#Cc3ccccc3F)cc2O[C@H]1CN(C)C(=O)Cc1cccnc1	0.1	-56
CCCNC(=O)N1CC2(CCN(Cc3cccc(OC)c3)CC2)c2c(n(C)c3cc(OC)ccc23)[C@@H]1CO	1.8	9
C/C=C/c1ccc([C@H]2[C@@H](CO)N(C(C)=O)[C@@H]2CN(CC)C(=O)CN(C)C)cc1	0.0	0
O=C(C1CCCCC1)N1CC2(C1)[C@@H](c1ccccc1)[C@H](CO)N2C(=O)c1cccnc1	x	20
O=C(Nc1ccc(F)cc1)N1[C@@H](CO)[C@@H]2c3ccccc3NC[C@@H]21	0.0	6
COc1ccc2c3c(n(C)c2c1)[C@@H](CO)N(C)CC31CCN(C(=O)NC(C)C)CC1	0.0	-15
O=C(C[C@@H]1C[C@H]2c3cc(NC(=O)Nc4ccccc4F)ccc3O[C@H]2[C@@H](CO)O1)NCc1ccccn1	0.0	-1
CO[C@@H]1CC[C@H]2CCOc3c(C#N)cccc3C(=O)N(C)C[C@H](c3ccccc3)CC(=O)N(C)C[C@H]1O2	0.0	-8
C[C@H]1CN([C@@H](C)CO)C(=O)c2ccccc2-c2ccccc2CO[C@@H]1CN(C)C(=O)Nc1ccnc(N2CCOCC2)c1	0.0	-26
O=C(Nc1ccc2c(c1)[C@@H]1C[C@H](CC(=O)N3CCOCC3)O[C@@H](CO)[C@@H]1O2)Nc1ccccc1F	0.0	5
CCCNC(=O)N1[C@H](C#N)[C@@H](c2ccc(-c3ccccc3F)cc2)[C@H]1CO	0.0	42
COc1ccccc1-c1ccccc1[C@@H]1[C@@H](CO)N(C(=O)C2CCOCC2)[C@H]1C#N	0.0	4
Other records.
SMILES	Pax4 mRNA alpha TC1	YAP1 CTGF inhibition
Cc1noc(C)c1S(=O)(=O)N(C)C[C@H]1OCc2ccccc2-c2c(n(C)c3ccccc23)C(=O)N([C@H](C)CO)C[C@@H]1C	0.0	16
C[C@H]1CN([C@@H](C)CO)C(=O)c2cccc(NC(=O)Nc3ccc4c(c3)OCO4)c2O[C@@H]1CN(C)S(C)(=O)=O	0.0	-5
CCCNC(=O)Nc1ccc2c(c1)OC[C@@H](C)N(C(=O)C1CCOCC1)C[C@H](C)[C@H](OC)CN(C)C2=O	0.0	-22
C[C@H](CO)N1C[C@H](C)[C@H](CN(C)C(=O)[C@H](Cc2ccccc2)N(C)C)OCc2ccccc2-c2ccccc2C1=O	0.1	-21
CC(=O)N1[C@H](CO)[C@@H](c2ccc(-c3ccccc3F)cc2)C12CN(CC1CCOCC1)C2	x	35
CC(C)NC(=O)NCC[C@H]1CC[C@H](NS(=O)(=O)c2ccc(Oc3ccccc3)cc2)[C@H](CO)O1	0.0	21
COC(=O)[C@H]1[C@H](CO)[C@H]2Cn3c(ccc(C4=CCCCC4)c3=O)[C@H]2N1C(=O)c1ccccc1F	0.0	7
CC(C)(O)C#Cc1cccc(-c2nc(C(=O)N[C@@H]3CCN(Cc4ccccc4)C3)cc3c2[C@@H](CCO)N(S(=O)C(C)(C)C)C3)c1 (some centres undefined)	0.0	17
O=C(Nc1cccc(Cl)c1)N1C[C@H]2[C@@H](c3ccccc31)[C@@H](CO)N2Cc1cccnc1	0.0	7
CC(=O)N1[C@@H](CO)[C@@H](c2ccccc2)C12CN(S(=O)(=O)c1ccccc1)C2	x	-13
O=C(C[C@H]1C[C@@H]2c3cc(NC(=O)c4ccc5c(c4)OCO5)ccc3O[C@@H]2[C@@H](CO)O1)NCc1ccc(Oc2ccccc2)cc1	0.4	-416
C[C@@H]1CCCCO[C@@H](CN(C)Cc2ccc(C(=O)O)cc2)[C@H](C)CN([C@@H](C)CO)C(=O)c2cc(N(C)C)ccc2O1	0.0	-33
O=C(NCC[C@H]1CC[C@H](NC(=O)c2ccncc2)[C@@H](CO)O1)Nc1ccc(Cl)cc1	0.0	5
CCCNC(=O)N(C)C[C@@H]1Oc2ncc(C#CC3CCCCC3)cc2C(=O)N([C@H](C)CO)C[C@H]1C	0.0	23
C[C@H]1CN([C@@H](C)CO)C(=O)c2ccccc2-c2ccccc2CO[C@@H]1CN(C)S(=O)(=O)c1cccc(C#N)c1	0.0	0
C/C=C/c1ccc([C@H]2[C@H](CO)N(C(=O)CN(C)C)C23CN(C(=O)C2CCOCC2)C3)cc1	x	-22
COc1ccc(S(=O)(=O)N(C)C[C@@H]2Oc3ccc(NC(=O)Cc4cn(C)c5ccccc45)cc3C(=O)N([C@H](C)CO)C[C@@H]2C)cc1	0.0	3
CS(=O)(=O)N1[C@H](C#N)[C@@H](c2ccccc2-c2ccccc2F)[C@H]1CO	0.0	9
CC(=O)N1[C@@H](CO)[C@@H]2c3ccccc3N(C(=O)c3ccc(F)cc3)C[C@@H]21	0.0	-10
CC(C)NC(=O)NCC[C@H]1CC[C@@H](NS(=O)(=O)c2ccc(Oc3ccccc3)cc2)[C@@H](CO)O1	0.0	28
Cc1cccc(-c2ccc(C3[C@@H]4CNC[C@H]3N4)cc2)c1 (some centres undefined)	0.0	-20
COCC(=O)N1C[C@@H]2[C@H](c3ccccc31)[C@@H](CO)N2Cc1cc(F)ccc1F	0.0	-30
C[C@H]1CN([C@@H](C)CO)C(=O)c2cc(-c3ccncc3)cnc2O[C@H]1CN(C)C(=O)CN1CCOCC1	0.0	-11
O=C(C[C@@H]1C[C@@H]2c3cc(NS(=O)(=O)c4ccc(F)cc4)ccc3O[C@@H]2[C@@H](CO)O1)NCc1cccnc1	0.0	-2
CC[C@H]1C/C=C\C[C@H](c2ccccc2)NC(=O)CCC(=O)N1	0.0	-3

Given as labelled records: part of the list above.
CS(=O)(=O)N1[C@H](C#N)[C@@H](c2ccccc2-c2ccccc2F)[C@H]1CO
- Pax4 mRNA alpha TC1: 0.0
- YAP1 CTGF inhibition: 9

C[C@H](CO)N1C[C@H](C)[C@H](CN(C)C(=O)[C@H](Cc2ccccc2)N(C)C)OCc2ccccc2-c2ccccc2C1=O
- Pax4 mRNA alpha TC1: 0.1
- YAP1 CTGF inhibition: -21

COc1ccc(S(=O)(=O)N(C)C[C@@H]2Oc3ccc(NC(=O)Cc4cn(C)c5ccccc45)cc3C(=O)N([C@H](C)CO)C[C@@H]2C)cc1
- Pax4 mRNA alpha TC1: 0.0
- YAP1 CTGF inhibition: 3

C[C@H]1CN([C@@H](C)CO)C(=O)c2ccccc2-c2ccccc2CO[C@@H]1CN(C)S(=O)(=O)c1cccc(C#N)c1
- Pax4 mRNA alpha TC1: 0.0
- YAP1 CTGF inhibition: 0

Carrying on:
SMILES	Pax4 mRNA alpha TC1	YAP1 CTGF inhibition
COCC(=O)N1[C@H](C#N)[C@@H](c2ccccc2-c2ccccc2F)[C@H]1CO	0.0	-3
CC=Cc1ccc2n(c1=O)C[C@@H]1[C@@H](CO)[C@H](C(=O)N[C@@H](C)c3ccccc3)N(C(=O)c3ccccn3)[C@H]21 (mixture of isomers)	0.0	23
COC(=O)C[C@@H]1CC[C@@H]2[C@@H](COc3ccc(NC(=O)Nc4cccc(C#N)c4)cc3C(=O)N2C)O1	0.0	-4
C[C@H](CO)N1C[C@H](C)[C@@H](CN(C)C(=O)Nc2ccc(C(F)(F)F)cc2)Oc2ccc(NS(=O)(=O)c3ccc(Cl)cc3)cc2CC1=O	0.0	7
C[C@@H]1CN([C@H](C)CO)C(=O)CCCn2nncc2CO[C@H]1CN(C)C(=O)Nc1cccc(Oc2ccccn2)c1	0.0	-7
CO[C@@H](CN(C)S(=O)(=O)c1ccc(F)cc1)[C@@H](C)CN(Cc1ccccc1Cl)[C@@H](C)CO	0.0	24
O=C(C[C@H]1CC[C@@H]2[C@H](COC[C@H](O)CN2S(=O)(=O)c2cccc(F)c2)O1)NCc1ccncn1	0.0	-19
COc1ccccc1C(=O)N1C[C@@H]2[C@H](c3ccccc31)[C@H](CO)N2CC1CCCC1	0.0	21
C[C@@H]1CN([C@H](C)CO)C(=O)c2ccccc2-c2ccccc2CO[C@@H]1CN(C)S(=O)(=O)c1cn(C)cn1	0.0	20
CC(C)CC#Cc1ccc([C@@H]2[C@@H](CO)N3C(=O)CN(C(=O)c4ccccn4)C[C@H]23)cc1	0.0	u
C[C@H](CO)N1C[C@H](C)[C@@H](CN(C)C(=O)[C@H]2CCCN2C)OCc2ccccc2-c2ccccc2C1=O	0.0	-13
O=C(Nc1ccc(C(F)(F)F)cc1)Nc1ccc2c(c1)[C@H]1C[C@H](CC(=O)N3CCc4ccccc4C3)O[C@H](CO)[C@H]1O2	0.1	42
Cc1noc(C)c1S(=O)(=O)N(C)C[C@H]1OCc2cn(nn2)CCCC(=O)N([C@@H](C)CO)C[C@H]1C	0.0	-34
COCC(=O)N1[C@H](C#N)[C@H](c2ccc(C#Cc3ccccc3F)cc2)[C@H]1CO	0.0	33
C[C@@H](NC(=O)C[C@H]1C=C[C@@H](NC(=O)c2cccnc2)[C@H](CO)O1)c1ccccc1	0.0	24
Cc1cccc(S(=O)(=O)N2CC[C@@H]3[C@H](CO)N(C)c4ccc(Br)cc4[C@@H]32)c1	0.0	6
CCN(C[C@@H]1N[C@@H](CO)[C@@H]1c1ccccc1)C(=O)c1ccncc1	0.0	16
O=S(=O)(c1cccc(F)c1)N1CC[C@@H]2[C@H]1c1cc(C#Cc3ccccc3F)ccc1N[C@@H]2CO	0.0	7
C[C@H]1CN([C@@H](C)CO)C(=O)c2cc(NS(=O)(=O)c3ccc(F)cc3)ccc2O[C@H]1CN(C)C(=O)Nc1ccccc1	0.0	-3
CCN(C[C@H]1N[C@H](CO)[C@@H]1c1ccccc1)C(=O)c1ccncc1	0.0	-37
CO[C@H]1CN(C)C(=O)c2ccc(NS(=O)(=O)c3ccc(C)cc3)cc2OC[C@@H](C)N(C)C[C@@H]1C	0.0	17
CO[C@H]1CN(C)C(=O)c2cc(NC(=O)C3CCCCC3)ccc2OC[C@H](C)N(Cc2cccnc2)C[C@@H]1C	0.0	-16
CN(C)C(=O)c1cccc(-c2ccc([C@H]3[C@@H](CO)N4C(=O)CN(C(=O)C5CCC5)C[C@@H]34)cc2)c1	0.0	3
N#C[C@H]1[C@H](c2ccccc2)[C@@H](CO)N1S(=O)(=O)c1cccc(F)c1	0.0	1
CC(=O)N1[C@H](CO)[C@@H](c2ccc(-c3ccc(C#N)cc3)cc2)C12CN(C(=O)C1CC1)C2	x	-9
Next entries.
SMILES	Pax4 mRNA alpha TC1	YAP1 CTGF inhibition
CN1C(=O)c2cc(NC(=O)Cc3cccs3)ccc2OC[C@@H]2O[C@H](CC(=O)NCC3CCCCC3)CC[C@H]21	0.0	14
COc1ccccc1S(=O)(=O)N(C)C[C@H]1OCc2ccccc2-c2ccccc2C(=O)N([C@@H](C)CO)C[C@H]1C	0.0	9
COc1ccc(NC(=O)Nc2ccc3c(c2)[C@@H]2C[C@@H](CC(=O)NCC(F)(F)F)O[C@@H](CO)[C@@H]2O3)cc1	0.0	6
C[C@@H]1CN([C@H](C)CO)C(=O)c2cc(NC(=O)NC3CCCCC3)ccc2O[C@@H](C)CCCCO[C@H]1CN(C)S(C)(=O)=O	0.0	9
C[C@@H]1CN([C@H](C)CO)S(=O)(=O)c2ccc(-c3cccc(C#N)c3)cc2O[C@@H]1CN(C)C(=O)c1ccccc1	0.1	32
N#C[C@H]1[C@@H](c2ccccc2C2=CCCCC2)[C@H](CO)N1S(=O)(=O)c1ccccc1	0.0	-62
C[C@H]1CCCCO[C@H](CN(C)C(=O)Cc2ccccc2)[C@@H](C)CN([C@@H](C)CO)C(=O)c2cc(NS(C)(=O)=O)ccc2O1	0.0	22
CN1CCN(C(=O)C[C@@H]2CC[C@@H]3[C@@H](COc4ccc(NC(=O)C5CCOCC5)cc4C(=O)N3C)O2)CC1	0.0	24
